High-throughput results (PubChem BioAssay)
PPC-1+TRAIL kill: PPC-1 cancer cell killing with TRAIL present | PPC-1 cells + TRAIL, ATPLite viability luminescence | cell killing (% activity), % at 4 µM | 220,000 tested, 0.41% active;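 active means cell killing above 50% in the first pass at 4 µM, then a duplicate retest at 5 µM averaging 50% or more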;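 further: plate controls were cells with TRAIL plus DMSO for no effect and medium-only wells lacking cells for full effect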
TNF death inh: TNF-alpha cell death inhibition in Jurkat FADD-/- cells; Jurkat FADD-/- TNF necroptosis rescue, ATP luminescence, 24 h; 0 = TNF only, 100 = no-TNF cells; activation (protection from cell death), % at 10 µM; 220,000 tested, 0.068% active; AID 463075;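 active means activation, meaning protection from cell death, of at least 50% relative to plate controls; inactive means activation below 50%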;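 further: necroptosis triggered by 40 ng/mL TNF-alpha added together with compound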
CHOP inhibitor: inhibitors of CHOP induction in ER stress response. inhibition, % at 10 µM. 220,000 tested, 3.8% active. CHO-K1 CHOP-promoter luciferase, tunicamycin-induced, 15-18 h;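 active means compounds that reduced the stress-induced luciferase reporter signal by more than about 70% of percent inhibition, limit read from the data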;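 further: 0% = tunicamycin plus vehicle and 100% = wells without tunicamycin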
Runt-SMMHC FRET: Runt domain-CBFb-SMMHC interaction inhibition; Cerulean-Runt/Venus-CBFb-SMMHC FRET ratio 530/480, 1 h; inhibition, % at 20 µM; 220,000 tested, 0.74% active; AID 1434;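 active means mean inhibition across duplicate retests at 20 µM reaching about 50%, limit read from the data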;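 further: 0% = DMSO wells and 100% = wells with excess untagged CBFb-SMMHC; inhibitors lower the FRET ratio by blocking Runt binding to CBFb-SMMHC; some results filed as inactive read as strong as hits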
Mdm2 ligase inh: Mdm2 E3 ligase (human) inhibition | Q00987 | cell-based MDM2 ubiquitination luciferase reporter, 2 h; 0 = plate control, 100 = twice control, blank-subtracted | signal enhancement, % at 5 µM | 210,000 tested, 0.11% active | AID 1230;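 active means signal enhancement of 30% or more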;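 further: luminescence tracks abundance of the self-degrading MDM2-luciferase fusion protein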
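system = mammalian cells stably expressing self-ubiquitinating, self-degrading MDM2 E3–luciferase fusion | quantity = 2000 cells per well seeded | incubation = 4 h cell settling then 2 h compound exposure, 37 °C | signal = SteadyLite luminescence, 15 min reagent step | benchmarks = plate control and blank wells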
EBV gp42 block: EBV gp42 inhibition | AID 1085 | Q1HVG2 | Fluorescence polarization binding assay, mP read-out | inhibition, % (tested at 21.74 µM) | 220,000 tested, 0.42% active; in the data active means inhibition above about 50%
Target sequence (Q1HVG2 whole entry, looked up): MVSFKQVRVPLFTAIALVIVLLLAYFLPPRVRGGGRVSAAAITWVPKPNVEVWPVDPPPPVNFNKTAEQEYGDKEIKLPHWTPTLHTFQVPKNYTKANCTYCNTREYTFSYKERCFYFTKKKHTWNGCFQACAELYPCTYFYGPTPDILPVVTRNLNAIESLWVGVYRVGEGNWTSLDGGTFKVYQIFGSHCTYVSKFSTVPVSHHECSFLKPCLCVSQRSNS
TRPML3 agonist: agonists of human TRPML3 channel; Q8TDD5; 220,000 tested, 0.29% active; HEK293 TRPML3-YFP, Fluo-8 calcium fluorescence; 100% = the carbachol control signal; activation, % at 3 µM; AID 1448;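 active means activation above its plate's cutoff, the mean activation of the plate's test wells plus 3 SD, cut at about 12% in these data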;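 further: 0% = DMSO only wells and 100% = carbachol wells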
Target sequence (Q8TDD5 whole entry, looked up): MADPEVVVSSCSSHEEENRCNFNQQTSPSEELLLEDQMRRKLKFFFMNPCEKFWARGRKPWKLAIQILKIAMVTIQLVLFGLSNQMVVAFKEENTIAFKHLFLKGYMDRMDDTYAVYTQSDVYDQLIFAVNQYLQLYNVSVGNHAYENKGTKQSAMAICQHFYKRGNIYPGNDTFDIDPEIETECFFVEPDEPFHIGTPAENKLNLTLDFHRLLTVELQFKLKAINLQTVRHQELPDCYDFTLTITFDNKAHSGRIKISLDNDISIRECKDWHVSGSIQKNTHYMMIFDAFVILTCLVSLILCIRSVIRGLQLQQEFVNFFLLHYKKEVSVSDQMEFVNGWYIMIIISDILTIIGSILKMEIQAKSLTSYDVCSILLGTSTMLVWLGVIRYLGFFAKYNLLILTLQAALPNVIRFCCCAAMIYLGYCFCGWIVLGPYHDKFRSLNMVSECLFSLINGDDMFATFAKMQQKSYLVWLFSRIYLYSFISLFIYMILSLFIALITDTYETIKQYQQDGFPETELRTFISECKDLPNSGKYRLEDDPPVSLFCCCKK
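Material: TRPML3-YFP stable HEK293 cells | Dosing: One concentration, 3 µM nominal, 0.3% DMSO | Timing: 125 s total fluorescence read per well | Technique: Fluo-8 calcium dye fluorescence, ex 470-495, em 515-575 nm | Measure: Percent activation from peak-to-basal fluorescence ratio, scaled between DMSO and carbachol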
p47phox inh: inhibitors of human p47phox binding; p47phox/p22phox peptide binding, fluorescence polarization, 2 h; P14598; 220,000 tested, 0.53% active; inhibition, % at 24.7 µM;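 active means inhibition above about 30%, limit read from the data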;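 further: 0% = p47phox with labelled peptide and 100% = labelled peptide alone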
zfTRPN1 agonist: agonists of zebrafish TRPN1 channel; HEK293 zebrafish TRPN1-YFP, Fluo-8 calcium fluorescence; 100% = response to 87 µM carbachol; activation, % at 3 µM; 220,000 tested, 0.18% active;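 active means activation above its plate's cutoff, the mean activation of test wells on that plate plus 3 SD, cut at about 19% in these data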;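 further: 0% = DMSO alone and 100% = 87 µM carbachol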
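Control set: carbachol 87 µM as high control, DMSO as low control; system: HEK293 stable line with zebrafish TRPN1-YFP; read-out: % activation versus carbachol response; detection: intracellular calcium fluorescence with Fluo-8; doses: single test compound dose, 3 µM nominal, 0.3% DMSO; schedule: dye 1 h 37 °C plus 30 min RT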
An asterisk follows results filed as active; . = no result given.

SMILES | PPC-1+TRAIL kill | TNF death inh | CHOP inhibitor | Runt-SMMHC FRET | Mdm2 ligase inh | EBV gp42 block | TRPML3 agonist | p47phox inh | zfTRPN1 agonist
COc1c(C)cccc1C(=O)Nc1ccc(CN2CCCCC2)cc1 | 23 | 0.7 | 2 | -5 | -7 | -7 | 0.2 | -5 | -0.1
O=C(CCS(=O)(=O)c1ccc(Cl)cc1)NCCN1C(=O)S/C(=C\c2ccccc2F)C1=O | -5 | 0.6 | 32 | -2 | -8 | -12 | 0.0 | -12 | -0.4
CC(Cc1n[nH]c(=S)o1)c1ccccc1 (configuration not stated) | 2 | 1.0 | 12 | 3 | -2 | -8 | -1.1 | -14 | -0.8
COCCN1C(=O)c2cc(C(=O)Nc3cccc(F)c3)ccc2C1Nc1cccc(F)c1 (configuration not stated) | 18 | 2.0 | 90* | -8 | . | -13 | 0.8 | -6 | 2.6
C(=N\c1ncnc2sccc12)/NOCc1ccccc1 | 10 | -7.5 | 24 | -13 | -8 | -5 | 1.4 | -8 | 3.5
COc1cc2c(cc1OC)CN(C(=O)Cc1ccc(OC)c(S(=O)(=O)N3CCOCC3)c1)CC2 | -4 | -1.2 | 30 | 3 | -18 | -20 | 0.3 | 5 | 1.4
O=C(COC(=O)CCc1ccc(S(=O)(=O)N2CCOCC2)cc1)Nc1ncc(C(F)(F)F)cc1Cl | -15 | -0.4 | 25 | -2 | -5 | -5 | 1.2 | -7 | -0.1
CCc1cc2c(=O)c(-c3cnn(-c4ccccc4)c3)c(C)oc2cc1OCC(=O)Nc1ccc(F)c(F)c1 | 15 | 0.9 | 86* | -1 | -5 | 0 | 1.0 | 5 | 2.1
CSCCC(NC(=O)c1ccc(=O)n(C)n1)c1nc2ccccc2[nH]1 (configuration not stated) | 6 | 0.0 | 11 | -2 | 1 | -32 | 0.8 | -3 | -1.2
COc1ccccc1NC(=O)c1cnc(Nc2ccccc2OC)c2ccccc12 | 3 | -5.7 | 8 | 9 | -15 | 7 | -0.5 | -6 | -0.9
COCc1[nH]nc2c1C(c1ccccc1OC)C(C#N)=C(N)O2 (configuration not stated) | 12 | . | 27 | -8 | 6 | -20 | . | -2 | .
CCCCCNCC(=O)Nc1cc(C(F)(F)F)ccc1OCCOC | -6 | 7.0 | 19 | -3 | -13 | -1 | 0.1 | -6 | -1.9
CCOC(=O)c1ccc(CNC(=O)Cn2nnc(-c3ccccc3)n2)o1 | 0 | -0.3 | 10 | -2 | -31 | 4 | -0.9 | -2 | -0.1
CCN1CNC(=S)N(c2ccccc2C)C1 | -11 | 2.0 | 22 | -3 | -14 | -6 | 0.3 | 4 | 0.4
CS(=O)(=O)N1CCN(C(=O)c2c(F)cccc2F)CC1 | -5 | -1.9 | 4 | 2 | -4 | -23 | 0.7 | 3 | 0.3
COc1ccc(C(CNc2ccc(S(=O)(=O)N3CCCC3)cc2[N+](=O)[O-])N2CCCC2)cc1 (configuration not stated) | 4 | -4.8 | -1 | -12 | -10 | -21 | 0.1 | -12 | -0.4
CCSc1ncc(C#N)c(N)n1 | 6 | -1.4 | 23 | 0 | -5 | -27 | -0.3 | -9 | -0.7
COc1ccccc1NC(=O)C1=C(C)NC(=O)NC1c1ccc(C)s1 (configuration not stated) | -7 | 0.0 | 22 | -5 | . | -12 | 0.2 | -17 | -0.1
Cc1ccc(C(=O)OCc2cc3ccccc3[nH]c2=O)cc1 | 30 | 0.0 | 44 | 2 | -5 | 5 | -0.3 | 3 | -1.0
Cc1nn(S(=O)(=O)c2cccs2)c(C)c1Sc1ccccc1 | -2 | -4.0 | 40 | -2 | -4 | 0 | -0.3 | -14 | 0.9
CCCCn1c(SCC(=O)Nc2nnc(CC)s2)nc2c1c(=O)n(C)c(=O)n2C | 19 | -4.2 | 30 | 2 | 1 | -11 | 0.4 | -6 | 1.6
CN1CCN(c2oc(-c3cccs3)nc2S(=O)(=O)c2ccccc2)CC1 | -11 | 3.8 | 14 | 1 | -24 | 14 | 0.0 | -14 | 0.1
CCCCn1c(NCCO)nc2ccccc21 | . | 1.6 | -5 | 1 | -15 | 1 | 0.7 | -9 | 0.5
O=C(Cn1cc[n+](CC(=O)c2ccc(Cl)cc2Cl)c1)c1ccc(Cl)cc1Cl | 4 | -9.3 | 4 | 2 | -5 | -18 | 0.2 | -11 | -3.0
C=C(C)CC1N(c2cccc(OC)c2)C(=O)[C@@H]2C(C(=O)O)[C@H]3C=C[C@@]12O3 (some centres not stated) | 11 | 0.0 | -20 | 2 | -9 | -14 | 0.8 | -8 | 0.7

Another view of part of the listing above:
SMILES	PPC-1+TRAIL kill	TNF death inh	CHOP inhibitor	Runt-SMMHC FRET	Mdm2 ligase inh	EBV gp42 block	TRPML3 agonist	p47phox inh	zfTRPN1 agonist
CSCCC(NC(=O)c1ccc(=O)n(C)n1)c1nc2ccccc2[nH]1 (configuration not stated)	6	0.0	11	-2	1	-32	0.8	-3	-1.2
COc1ccccc1NC(=O)c1cnc(Nc2ccccc2OC)c2ccccc12	3	-5.7	8	9	-15	7	-0.5	-6	-0.9
COCc1[nH]nc2c1C(c1ccccc1OC)C(C#N)=C(N)O2 (configuration not stated)	12	.	27	-8	6	-20	.	-2	.

Additional compounds follow.
SMILES | PPC-1+TRAIL kill | TNF death inh | CHOP inhibitor | Runt-SMMHC FRET | Mdm2 ligase inh | EBV gp42 block | TRPML3 agonist | p47phox inh | zfTRPN1 agonist
CN(C)/C=C1\Cc2ccccc2C1=O | -7 | -0.8 | 3 | -1 | -5 | -10 | 0.9 | -10 | 1.8
CCOC(=O)CSC1=C(C#N)C(c2ccccc2OC)CC(=O)N1 (configuration not stated) | 5 | -7.1 | -10 | -3 | -74 | -13 | -1.3 | -10 | -1.0
CCOC(=O)c1sc(=NC(=O)/C=C/c2cccs2)n(C)c1C | -13 | 3.5 | -2 | 22 | -19 | 1 | 0.0 | -1 | 0.8
CCOCCCN1CC(C(=O)NCCc2ccc(C)cc2)CC1=O (configuration not stated) | 0 | -2.2 | . | -2 | -14 | . | 0.3 | . | 0.5
O=c1nc2ccccc2c2n1CC(CN1CCN(C(c3ccccc3)c3ccccc3)CC1)N2 (configuration not stated) | -6 | -3.2 | 5 | -4 | -9 | -3 | 0.2 | -16 | 0.1
CCCC[n+]1ccn(-c2nc3ccccc3nc2[N-]S(=O)(=O)c2ccc(C)cc2)c1 | 3 | -1.9 | -20 | 33 | -5 | -3 | 0.5 | -11 | 1.4
Cc1ccc2c(c1)nnn2C1CCN(CC(=O)Nc2ccccc2N2CCOCC2)CC1 | 2 | -2.6 | 42 | 2 | 4 | -10 | -0.7 | -7 | 0.6
C[N+](C)(C)CCCNC(=O)c1ccc(/C=N/O)nc1 | 7 | -0.3 | -5 | 12 | -8 | -13 | 1.1 | -9 | 1.3
COc1ccc(NC(=O)c2cccnc2SC)cc1S(=O)(=O)N1CCCCC1 | 14 | -0.9 | -12 | -1 | -6 | -33 | -0.5 | -11 | 0.1
O=C(COC(=O)c1cccc(O)c1)Nc1ccc(OC(F)F)cc1 | -7 | 0.0 | 6 | -2 | -3 | -3 | 0.4 | -15 | 1.7
C=CCc1ccc(OCC(O)CN2CCCCC2)c(OC)c1 (configuration not stated) | -2 | -2.4 | 2 | 1 | -10 | -15 | -0.2 | -55 | 0.6
NNC(=O)c1ccc(O)cc1O | 18 | 0.4 | 8 | 5 | 0 | -15 | 1.1 | -5 | 2.4
Cn1nc(-c2ccc(Cl)cc2)cc1NC(=O)CSCC(=O)O | -18 | 3.4 | 0 | -2 | -8 | -13 | 0.8 | -8 | 0.3
OCCN(Cc1ccccc1)Cc1ccccc1F | 3 | 0.1 | 32 | -4 | -9 | -10 | -0.2 | -3 | -0.1
CC(C)(CO)Nc1nc(Nc2ccccc2)nc(Nc2ccccc2)n1 | 29 | 1.7 | -26 | 2 | 3 | -7 | -0.6 | -11 | -2.1
COc1cccc(NS(=O)(=O)Cc2ccccc2)c1 | -2 | 0.6 | 47 | -2 | -4 | -26 | -0.4 | 17 | -1.2
CN1CCN(C(=O)c2cnn(-c3ccccc3)c2NC(=O)c2ccccc2)CC1 | 12 | -0.7 | -4 | 1 | -2 | 1 | 0.5 | -6 | 0.2
Cc1cccc2cc(C#N)c(SCC(=O)NCC3CCCO3)nc12 (configuration not stated) | -1 | 1.1 | 13 | -1 | -6 | -12 | 0.3 | -9 | -0.1
O=C(CC1(O)C(=O)N(Cc2ccccc2Cl)c2ccccc21)c1ccco1 (configuration not stated) | 5 | -1.6 | 2 | 1 | 2 | -12 | -0.6 | -9 | 1.7
CN(C)c1ccc(C(c2ccc(N(C)C)cc2)c2ccc([N+](=O)[O-])cc2)cc1 | 9 | -0.7 | 10 | 1 | -10 | -4 | 0.7 | 37* | 0.3
CCCNC(=O)c1ccc2nc(-c3ccccc3)c(-c3ccccc3)nc2c1 | 19 | -7.2 | 14 | 4 | -2 | -4 | -0.2 | -14 | -1.0
C=CCN1C(=O)/C(=C/c2cccs2)S/C1=N\S(=O)(=O)c1ccc(F)cc1 | -2 | 2.8 | 26 | -1 | -2 | -61 | 0.6 | -19 | 0.4
Cc1cc(C(=O)N2CCN(C(c3ccccc3)c3ccccc3)CC2)on1 | -18 | 0.5 | 24 | 0 | -9 | -9 | . | -2 | .
O=C1C=C(NCc2ccco2)CCC1 | -3 | -2.4 | 6 | -1 | 6 | -6 | -0.8 | -4 | 1.0
Cc1ccc(C)c2c1cc(C)c1nnc(SCC(=O)N3CCCc4ccccc43)n12 | 35 | 1.2 | 25 | -1 | -7 | -13 | -0.5 | -3 | -0.6

Entries listed so far marked active in p47phox inh:
| compound | CHOP inhibitor | Runt-SMMHC FRET | EBV gp42 block | TRPML3 agonist | p47phox inh |
| --- | --- | --- | --- | --- | --- |
| CN(C)c1ccc(C(c2ccc(N(C)C)cc2)c2ccc([N+](=O)[O-])cc2)cc1 | 10 | 1 | -4 | 0.7 | 37* |

Additional compounds follow:
SMILES | PPC-1+TRAIL kill | TNF death inh | CHOP inhibitor | Runt-SMMHC FRET | Mdm2 ligase inh | EBV gp42 block | TRPML3 agonist | p47phox inh | zfTRPN1 agonist
FC(F)(F)c1cnc(COc2cc(Cl)cc(Cl)c2)c(Cl)c1 | 15 | 0.2 | 9 | -10 | -13 | -8 | -0.1 | -3 | 0.0
COc1ccc(C(=O)N/N=C/c2ccc(OC)c(CN3CCN(c4ccc(F)cc4)CC3)c2)cc1 | 6 | 0.6 | -12 | -3 | -3 | -6 | 0.0 | -16 | 0.4
Cc1ccc2nc(NC(=O)CN(C)S(=O)(=O)c3cccc4nsnc34)sc2c1 | 11 | -10 | 65 | -8 | -18 | -1 | 0.0 | -2 | -0.2
COc1ccc(C)cc1S(=O)(=O)N(CC(=O)O)c1ccccc1 | -4 | -1.6 | 16 | 2 | -9 | -23 | -0.3 | 0 | 3.8
O=[N+]([O-])c1ccc(CSc2ncnc3ccccc23)cc1 | 13 | 1.9 | 27 | -1 | -5 | 11 | -0.1 | 1 | -1.3
CCCCN(CC)S(=O)(=O)c1ccc(C(=O)Nc2nnc(-c3cccs3)o2)cc1 | -7 | -4.1 | . | 2 | -9 | -8 | -0.4 | -6 | 0.2
